M1 antag: human CHRM1 antagonism | P11229 | CHO-K1 hM1, Fluo-8 calcium fluorescence, ACh EC80 antagonist | inhibition, % at 3 µM | 360,000 compounds, 1.3% hits | AID 588852;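 active means percent inhibition above its own plate's cutoff, namely the mean of that plate's compound wells plus 3 SD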;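 further: peak over basal fluorescence ratio during 140 s after agonist addition; 0% = ACh EC80 plus DMSO and 100% = DMSO alone without agonist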
Target sequence (P11229 whole entry, looked up): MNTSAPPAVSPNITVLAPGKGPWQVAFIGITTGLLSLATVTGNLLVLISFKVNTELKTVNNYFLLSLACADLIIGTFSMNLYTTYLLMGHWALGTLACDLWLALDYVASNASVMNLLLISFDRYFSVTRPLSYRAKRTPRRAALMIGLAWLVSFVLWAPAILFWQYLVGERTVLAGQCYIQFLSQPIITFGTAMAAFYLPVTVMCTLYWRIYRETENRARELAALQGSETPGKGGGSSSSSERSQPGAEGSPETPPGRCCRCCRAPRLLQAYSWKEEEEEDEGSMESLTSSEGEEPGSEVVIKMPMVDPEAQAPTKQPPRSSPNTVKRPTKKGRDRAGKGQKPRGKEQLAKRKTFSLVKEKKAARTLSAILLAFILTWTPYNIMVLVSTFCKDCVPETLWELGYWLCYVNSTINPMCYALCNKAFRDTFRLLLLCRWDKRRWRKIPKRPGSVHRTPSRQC
TAAR1 antag: human TAAR1 antagonism. Q96RJ0. CHO RD-HGA16 TAAR1, Fluo-8 calcium fluorescence, antagonist. inhibition, % at 3 µM. 360,000 compounds, 1.5% hits;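 active means inhibition above a per-plate cutoff, the mean inhibition of test compounds on that plate plus 3 SD, cut at about 49% in these data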;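 further: 0% = DMSO plus EC80 beta-PEA response and 100% = DMSO alone without agonist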
Target sequence (Q96RJ0 whole entry, looked up): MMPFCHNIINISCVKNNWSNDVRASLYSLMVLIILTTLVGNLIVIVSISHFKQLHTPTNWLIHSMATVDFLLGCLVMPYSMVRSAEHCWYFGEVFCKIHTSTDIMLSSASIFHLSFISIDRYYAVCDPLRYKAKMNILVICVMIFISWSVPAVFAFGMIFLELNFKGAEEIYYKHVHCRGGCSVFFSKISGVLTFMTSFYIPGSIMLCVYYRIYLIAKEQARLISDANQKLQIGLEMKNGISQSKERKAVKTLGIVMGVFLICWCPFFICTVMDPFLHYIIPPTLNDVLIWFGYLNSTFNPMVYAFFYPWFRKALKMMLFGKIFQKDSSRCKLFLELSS
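Test system – hTAAR1-expressing CHO RD-HGA16 cells, Gα16-coupled · Also added – β-PEA at EC80 concentration, post-compound challenge · Compound – 3 µM, single point · Incubation – dye loading 75 min at 37 °C, then 30 min room temperature · Measured by – Fluo-8 intracellular calcium dye fluorescence, real-time kinetic reads · Benchmarks – vehicle and agonist controls · Replicates – singlicate, one well per test compound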
V1R ag counter: counter-screen for oxytocin receptor agonists: human V1a receptor agonists; CHO-V1R cells, Fluo-8 calcium fluorescence, agonist mode; 0% DMSO, 100% 3 nM vasopressin; 320,000 compounds, 0.25% hits; P37288; AID 2797; activation, % at 3 µM;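 active means activation above the mean activation of all tested compounds plus 3 SD, per screening run, cut at about 20% in these data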;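 further: signal is peak over basal fluorescence ratio across a 100 second FLIPR read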
TAAR1 agonist: human TAAR1 agonism | activation, % at 3 µM | AID 624467 | CHO RD-HGA16 TAAR1, Fluo-8 calcium fluorescence; vehicle wells 0%, saturating PEA agonist 100% | 360,000 compounds, 0.99% hits;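 active means activation above the mean activation of all test compounds in the run plus 3 SD, cut at about 38% in these data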
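System: CHO-derived RD-HGA16 cells with stable Gα16 and human TAAR1 / Times: 17-24 h plating, Fluo-8 75 min 37 °C, 30 min RT / Technique: calcium-sensitive Fluo-8 signal, excitation 470-495, emission 515-575 nm / Measure: % activation relative to PEA EC100 response / Benchmarks: DMSO and PEA EC100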
M1 ag: human M1 muscarinic receptor agonism; P11229; CHO-K1 hM1, Fluo-8 calcium fluorescence, agonist mode; 0% DMSO, 100% acetylcholine EC100; activation, % at 3 µM; 360,000 compounds, 0.33% hits; AID 588814;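 active means activation above the run's mean compound activation plus 3 SD, cut at about 16% in these data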;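 further: peak over basal fluorescence ratio within a 140 s kinetic read after compound addition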
M1 PAM: human CHRM1 positive allosteric modulation | activation, % at 3 µM | CHO-K1 hM1, Fluo-8 calcium fluorescence, ACh EC20; 0% = ACh EC20, 100% = maximal ACh | 360,000 compounds, 0.088% hits | P11229; in the data active means activation above about 19%, passing the limit was not always enough
CHO parental Ca: counter-screen for OX1R antagonists: effect in parental CHO cells; parental CHO-K1, ATP-induced calcium, Fluo-8 fluorescence; inhibition, % at 5.6 µM; 330,000 compounds, 0.63% hits;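 active means inhibition above that plate's mean sample inhibition plus 3 SD, cut at about 26% in these data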;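 further: 0% = ATP-challenged DMSO wells and 100% = DMSO wells without ATP; some compounds past the cut are filed as inactive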
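material = parental CHO cells | also added = ATP as calcium-mobilizing challenge | dosing = single point at 5.6 µM | detection = intracellular calcium via Fluo-8 no-wash fluorescent dye | read-out = % inhibition | benchmarks = low control ATP plus DMSO, high control DMSO only | repeats = one well per compound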
OXTR ag: activates the human oxytocin receptor; P30559; CHO-OTR cells, Fluo-8 calcium fluorescence; normalized: DMSO 0%, oxytocin 100%; activation, % at 3 µM; 320,000 compounds, 0.32% hits;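 active means activation above the mean of all tested compounds plus 3 SD, cutoff set per screening run, cut at about 20% in these data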;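 further: peak over basal fluorescence ratio from a 100 s FLIPR kinetic read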
OXTR potentiator: potentiates the human oxytocin receptor response; CHO-OTR cells, Fluo-8 calcium fluorescence, potentiator mode; 0% = oxytocin EC15, 100% = EC100; activation, % at 3 µM; P30559; 320,000 compounds, 0.061% hits; AID 2445;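 active means activation above that plate's cutoff, the mean activation of tested compounds plus 3 SD, cut at about 6.6% in these data, passing the limit was not always enough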;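 further: 100% uses oxytocin at 75 nM as the full agonist control; some results filed as inactive read as strong as hits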
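Assay system: CHO cell line stably expressing human OTR. Reagent: EC15 oxytocin agonist. Dosing: single dose, 3.0 µM nominal final compound concentration. Timing: compound 6 min at room temperature before oxytocin, 100 s read. Signal: kinetic Fluo-8 calcium fluorescence. Controls: oxytocin EC15 low and EC100 high.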
Active calls of the source: *; . = no result given; & = joins results of further samples. Some of the compounds tested; count on the stated rates, not on these rows.

SMILES	M1 antag	TAAR1 antag	V1R ag counter	TAAR1 agonist	M1 ag	M1 PAM	CHO parental Ca	OXTR ag	OXTR potentiator
CC/C(=N\NC(=O)c1ccccc1Cl)c1c(O)n(C2CCCCC2)c(=O)[nH]c1=O	-7	-29	1.7	-4	-3	7	-7	-1.2	-13
O=C(Cn1c(=O)n(CC2CS2)c2ccccc21)N1CCCCCC1 (stereo not given)	-12	-17	-0.9	1	-2	6	-17	-1.1	-15
O=c1[nH]c(O)c(C=Nc2ccc(Cl)c(C(F)(F)F)c2)c(=O)[nH]1	41*	9	0.9	0	-11	-26	0	1.5	2
CC(C)CN(C(=O)CN1CC=C(c2ccccc2)CC1)c1c(N)n(CC(C)C)c(=O)[nH]c1=O	-2	0	-0.7	3	-11	5	-9	0.6	-4
C=CCn1c(O)c(C(=O)CCCCCC)c(=O)[nH]c1=O	-4	-6	-0.7	7	-1	11	1	-1.8	-21
CCOC(=O)C(O)(c1ccc(N(CC)C(=O)OC)cc1)C(F)(F)F (stereo not given)	-12	10	1.4	17	-6	12	-1	1.5	-5
Cc1ccc(-n2c(O)c(C=NCCCn3ccnc3)c(=O)[nH]c2=O)cc1	-2	-9	0.2	0	-4	1	-8	0.1	-6
Cc1ccc(C)c(-n2c(C)nc3ccccc3c2=O)c1	-7	-22	-0.1	-1	-2	5	-15	-1.1	-5
COc1ccc(/C=C/C(=O)c2c(O)n(CCC3=CCCCC3)c(=O)[nH]c2=O)cc1	-4	2	-0.4	8	-2	16	-6	-1.5	-8
COC(=O)C1=C(c2ccc(Cl)c(C(F)(F)F)c2)C[C@@H]2CC[C@H]1N2C(=O)NC1CC1	-2	37	-0.3	6	-7	2	-12	-1.2	-2
Cc1ccc(C2=NCC(=O)N(CC(=O)N3CCCCC3)c3sc(C)c(C)c32)cc1	-10	-3	-2.0	16	-6	11	-18	-2.4	-6
CC(C)(C)c1cc(C=C(C#N)C#N)cc(C(C)(C)C)c1O	45	37	10.0	1	11	-15	-5	6.9	-6
OC(COCc1ccc(Cl)cc1)CN1CC=C(c2ccccc2)CC1 (stereo not given)	6&4	-26&-22	2.1	2&7	-6&-2	-7&-8	-18	9.3	-11
CNc1cc(N2CCN(C)CC2)ccc1[N+](=O)[O-]	-7	9	0.8	10	-2	5	-2	1.8	3
Cc1cc(/C=C2\C(=O)NC(=O)N(c3ccc(Cl)cc3)C2=O)c(C)n1C	-18	11	-0.3	0	-1	12	-7	0.1	-1
Cc1ccc(OCCn2cccc2/C=C2/C(=O)NC(=O)N(Cc3ccco3)C2=O)cc1	-2	4	-1.0	2	-5	-1	6	-0.6	-5
CCC(=O)CC(c1ccccc1)c1c(O)c2ccccc2sc1=O (stereo not given)	-1	5	0.1	5	-4	-3	0	-0.3	-5
O=c1[nH]c(=O)n(CCC2=CCCCC2)c(O)c1C=NCCCn1ccnc1	16	3	1.1	5	-5	-10	-6	-0.8	-27
C[C@@H]1CN([C@H](C)CO)C(=O)CCCn2nncc2CO[C@@H]1CN(C)C(=O)Oc1ccc2ccccc2c1	-7	-3	.	-1	-8	2	.	.	.
Cc1cc(C=C(C#N)C#N)ccc1N1CCCC1	13	13	9.1	23	3	-13	4	8.2	-9
O=C(O)CCn1cc(C=C2C(=O)NC(=S)NC2=O)c(-c2cc3ccccc3oc2=O)n1	-10	7	.	6	-2	7	.	.	.
COC(=O)C1=C(c2ccc(OCc3ccccc3)cc2)C[C@@H]2CC[C@H]1N2C(=O)NCc1ccccc1C(F)(F)F	-3	-7	.	4	-3	4	.	.	.
CCc1cccc(C)c1NC(=S)N1CC2CC(C1)c1cccc(=O)n1C2 (stereo not given)	-8	-13	0.2	3	-4	5	7	1.0	-6
CCCc1nc2ccc(Br)cc2c(=O)n1-c1ccc([N+](=O)[O-])c(C(F)(F)F)c1	29	5	9.8	13	-2	-13	10	6.7	-14
O=CC(Cl)P(=O)(N1CCCCC1)N1CCCCC1 (stereo not given)	-49	-4	0.6	10	2	11	-14	-0.7	-4

Filtered by structure, the entries above with a cyano group.
SMILES	M1 antag	TAAR1 antag	V1R ag counter	TAAR1 agonist	M1 ag	M1 PAM	CHO parental Ca	OXTR ag	OXTR potentiator
CC(C)(C)c1cc(C=C(C#N)C#N)cc(C(C)(C)C)c1O	45	37	10.0	1	11	-15	-5	6.9	-6
Cc1cc(C=C(C#N)C#N)ccc1N1CCCC1	13	13	9.1	23	3	-13	4	8.2	-9

Next part
SMILES	M1 antag	TAAR1 antag	V1R ag counter	TAAR1 agonist	M1 ag	M1 PAM	CHO parental Ca	OXTR ag	OXTR potentiator
CCCCOC(=O)C1=C(N)OC2=C(C(=O)CCC2)[C@]12C(=O)N(C)c1ccccc12	-53	-7	0.2	4	13	20	-4	0.5	-13
C[C@]12CCC(=O)C(O)=C1CC[C@@H]1[C@@H]2CC[C@]2(C)C(=O)CC[C@@H]12	-21	-7	0.6	2	-3	-3	-6	-1.0	0
Cc1cc(OCC(=O)NCC(O)c2ccccc2)c2c3c(c(=O)oc2c1)CCC3 (stereo not given)	-5	-10	0.5	0	0	5	-10	-0.9	-2
COCCN1C(=O)NC(=O)/C(=C\c2ccc(Br)cc2)C1=O	-9	-3	-0.1	3	-2	7	-18	-1.4	-19
COCCOC(=O)c1c(N)n(Cc2ccc(OC)cc2)c2nc3ccccc3nc12	-18	0	3.9	16	-2	3	-25	5.5	-11
CN1CCC(=O)N(CCN=[N+]=[N-])CC1	0	12	0.7	9	-7	2	2	0.2	-4
CN1CCN(/N=C/c2c(O)n(CCC3=CCCCC3)c(=S)[nH]c2=O)CC1	0	5	-0.5	0	-2	4	-15	0.9	4
CC(C)(C)C(O)C(Oc1ccc(Cl)cc1)n1cncn1 (stereo not given)	-44	1	1.0	0	-2	9	-14	-1.9	-10
O=C1NCN(c2ccccc2)C12CCN(C(c1ccccc1)c1nnnn1C1CCCC1)CC2 (stereo not given)	-5	-12	.	-1	-4	-5	.	.	.
OCC12COC3c4ccccc4C(OC1)N32 (stereo not given)	-3	9	-0.5	11	-3	2	8	0.3	-5
Cc1cccc(C)c1-n1nnnc1C(c1ccccc1OC(F)(F)F)N1CCC(n2c(=O)[nH]c3ccccc32)CC1 (stereo not given)	-16	-29	.	4	-2	-3	.	.	.
C[N+]1(C)CCc2cc3c(cc2[C@H]1[C@@H]1OC(=O)c2c1ccc1c2OCO1)OCO3	-8&-19	8&-4	0.2&-0.3	1&0	-2&-5	-11&4	1&-4	0.9&-0.6	-1&-5
COc1ccc(-n2nnnc2C(c2cccc3ccccc23)N2CCC3(CC2)C(=O)NCN3c2ccccc2)cc1 (stereo not given)	-40	-10	.	3	3	8	.	.	.
CCC1(CC)C(=O)NC(=NCCc2c[nH]c3ccccc23)NC1=O	-4	-4	-0.3	7	-5	12	4	-1.1	-3
Cc1nc2ccccc2c(=O)n1-c1ccccc1[N+](=O)[O-]	-6	4	-0.4	5	-6	7	-2	0.3	-2
Cc1ccc(-c2nn(CCC#N)cc2C(=O)O)cc1C	3	6	-0.1	0	-4	-3	-3	0.1	0
CCC1(CC)C(=O)NC(=O)N(CCc2ccccn2)C1=O	-5	-13	.	1	5	1	.	.	.
C[C@]12CC[C@@H](O)CC1=CCC1C2CC[C@@]2(C)C1C[C@@H](F)[C@H]2O (stereo not given in full)	-10	-16	.	4	0	5	.	.	.
c1ccc(-c2ccc(CN3Cc4ccccc4-n4nncc4C3)cc2)cc1	36*	31	.	0	-2	-19	.	.	.
C[C@H](CO)N1C[C@H](C)[C@H](CN(C)C(=O)Oc2ccccc2)OCc2cnnn2CCCC1=O	0	-7	.	3	-2	0	.	.	.
CC1CCCCN1Cc1c[nH]c2ccccc12 (stereo not given)	23	-12	-0.2	1	-1	-7	-9	2.2	3
CC[N+]1(C)CCCC(OC(=O)C(O)(c2ccccc2)c2ccccc2)C1 (stereo not given)	97*	-1	0.3	1	-7	-26	2	0.4	-5
CCOC(=O)C1=C(N)OC2=C(C(=O)CCC2)C12C(=O)N(C)c1ccccc12 (stereo not given)	-22	-20	0.7	1	-2	13	12	0.7	2
COc1cc2[nH]c(=S)n(-c3ccccc3)c(=O)c2cc1OC	2	-19	-0.3	6	-7	3	-4	-0.3	-5
NC(CC(=O)O)C1CCCCC1 (stereo not given)	.	.	0.1	.	.	.	-5	0.2	-3

Compound profiles (already shown). Screens in order: M1 antag	TAAR1 antag	V1R ag counter	TAAR1 agonist	M1 ag	M1 PAM	CHO parental Ca	OXTR ag	OXTR potentiator
Shown for NC(CC(=O)O)C1CCCCC1 (stereo not given) = .	.	0.1	.	.	.	-5	0.2	-3
Shown for Cc1ccc(-c2nn(CCC#N)cc2C(=O)O)cc1C = 3	6	-0.1	0	-4	-3	-3	0.1	0
Shown for C[C@]12CC[C@@H](O)CC1=CCC1C2CC[C@@]2(C)C1C[C@@H](F)[C@H]2O (stereo not given in full) = -10	-16	.	4	0	5	.	.	.
Shown for COCCN1C(=O)NC(=O)/C(=C\c2ccc(Br)cc2)C1=O = -9	-3	-0.1	3	-2	7	-18	-1.4	-19

Assay outcomes (PubChem)
